# ELG1 repair inh: inhibitors of ELG1-dependent DNA repair in HEK293T cells; HEK293T ELG1-luciferase reporter, luminescence, 16 h; DNA damage induced by 5-fluorouridine; Potency, µM (highest dose often 46.1 µM), for the others: at the top dose activity change, negative = inhibition, most hits filed as inhibitors; 330,000 compounds, 2.3% hits; AID 504467; note: potency is the fitted concentration of half-maximal effect; % is set by controls: 0 for no effect and ±100 for the full control effect; nearly all actives have a fitted effect of over 55% in size
#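 Quantitative HTS, concentration-response format. 2,000 cells/well co-treated with 5-fluorouridine and compound, 16 hr in 5% CO2 at 37 °C; ONE-Glo luminescence read after 30 min.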
# Rab9 prom act: activators of Rab9 promoter; 320,000 compounds, 2.8% hits; AID 485297; Huh7 Rab9 promoter-luciferase reporter, luminescence, 24 h; Potency, µM (doses to about 9.22 µM), for the others: at the highest dose activation, negative = inhibition, actives largely listed as activators; note: potency is the fitted concentration of half-maximal effect; % of control where 0% means no effect; nearly all actives have a fitted effect of over 60% in size
#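 Huh7 cells stably carrying Rab9 promoter–luciferase reporter, plated 1500 cells/well, compound added after 2 h and incubated 24 h at 37 °C; luciferase luminescence then read after 10 min with detection reagent.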
# VP16 counter: Gal4-VP16 reporter inhibition counter-screen. Potency, µM (highest dose often 53.6 µM), for the others: at the top dose activity, negative = inhibition, actives largely listed as inhibitors. Drosophila S2 Gal4-VP16 UAS-luciferase, luminescence, 20 h. 310,000 compounds, 3.5% hits;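 note: Gal4-VP16 expression switched on by copper sulfate through the metallothionein promoter; potency is the fitted concentration of half-maximal effect; % is set by controls: 0 for no effect and ±100 for the full control effect; nearly all actives have a fitted effect of over 50% in size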
# KCNH2 3.1 inh: blocks the human KCNH2 3.1 channel isoform. U2OS KCNH2 3.1, thallium flux FluxOr; stronger effect = lower value. AID 720553. activity change, % (tested at about 1.8 µM). 340,000 compounds, 0.95% hits;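 active = maximum activity change below -70%; inconclusive = maximum activity change from -70% to -50%; inactive = maximum activity change above -50%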;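 note: thallium influx rate constant from kinetic fluorescence after stimulation buffer; % is set by controls: 0 for no effect and ±100 for the full control effect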
#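 Normalized rate constant (relative to positive and negative DMSO controls) derived from a 2 min kinetic fluorescence read after stimulation; U2OS cells expressing the 3.1 isoform via virus at 1.77 x 10^8 /mL.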
# NPC1 prom act: activates the NPC1 promoter; Huh7 NPC1 promoter luciferase reporter, 24 h; Potency, µM (titrated, usually from 9.22 µM), without a hit: top-dose activation, hits mostly activators; 320,000 compounds, 2.4% hits; AID 485313;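 note: potency is the fitted concentration of half-maximal effect; % of control where 0% means no effect; nearly all actives have a fitted effect of over 60% in size; reporter is driven by a mutant NPC1 promoter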
#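 Stable NPC1-promoter luciferase Huh7 line; cpd (DMSO) 24 h, 37 °C, 5% CO2; Amplite luciferase reagent 10 min RT; luminescence readout. qHTS format.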
# PKM2 activator: increases activity of human pyruvate kinase M2; purified PKM2, Kinase-Glo ATP luminescence, activation; response scale: 0% is enzyme alone, no compound; Potency, µM (doses to about 57.5 µM), for inactives: top-dose activation, actives largely listed as activators; AID 1631; 260,000 compounds, 0.34% hits; P14618; note: potency is the fitted concentration of half-maximal effect; % is set by controls: 0 for no effect and ±100 for the full control effect; nearly all actives have a fitted effect of over 55% in size
#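 hPK-M2, >95% pure; 0.1 mM ADP / 0.5 mM PEP final; imidazole pH7.2 buffer w/ 7 mM MgCl2, 50 mM KCl; 1 h RT; Kinase-Glo lum. Intermediate enzyme activity for dual inhibitor/activator qHTS.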
# Menin MLL FP TR: inhibitors of human menin-MLL interaction, mutant MLL peptide | O00255 | Menin + Texas Red MLL mutant peptide, fluorescence polarization | Potency, µM (series often up to 61.6 µM), for inactives: top-dose FP activity change, negative = inhibition, usual class: inhibitors | 270,000 compounds, 0.23% hits; active = well fitted inhibition curve with a large enough effect in the polarisation, with a control signal flat, not every such curve was filed as active; inconclusive = small, poorly fitted or top-dose-only effect, or effect the other way, or a change in a side signal; inactive = no such curve, though single readings can be large or run the other way; the % refers to the polarisation; note: potency is the fitted concentration of half-maximal effect; % of control where 0% means no effect; many of its hits are not listed in these tables
# Target sequence (O00255 whole entry, looked up): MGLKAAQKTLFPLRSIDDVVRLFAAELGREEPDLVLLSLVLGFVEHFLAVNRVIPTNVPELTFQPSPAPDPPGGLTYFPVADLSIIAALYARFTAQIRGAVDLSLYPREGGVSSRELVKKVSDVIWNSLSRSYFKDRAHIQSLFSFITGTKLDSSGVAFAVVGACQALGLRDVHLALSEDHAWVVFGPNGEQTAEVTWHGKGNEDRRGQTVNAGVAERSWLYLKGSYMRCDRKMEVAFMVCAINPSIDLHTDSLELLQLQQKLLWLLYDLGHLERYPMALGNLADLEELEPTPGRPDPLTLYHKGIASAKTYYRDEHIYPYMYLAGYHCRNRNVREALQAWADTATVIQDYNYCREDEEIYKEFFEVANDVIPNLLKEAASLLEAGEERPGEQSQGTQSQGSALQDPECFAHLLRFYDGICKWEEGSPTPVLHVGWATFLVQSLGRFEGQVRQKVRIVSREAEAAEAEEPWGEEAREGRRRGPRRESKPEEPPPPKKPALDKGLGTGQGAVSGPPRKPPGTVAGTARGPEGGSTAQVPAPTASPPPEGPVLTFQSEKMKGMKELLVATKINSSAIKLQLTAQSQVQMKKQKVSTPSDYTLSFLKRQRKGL
# MBNL1 CUG block: blocks human MBNL1 binding to CUG repeat RNA; TR-FRET MBNL1-His/biotin-(CUG)12 binding, 665/545 ratio; Potency, µM (titrated, usually from 57.5 µM), for the others: at the highest dose activity change, negative = inhibition, most hits filed as inhibitors; 280,000 compounds, 0.036% hits; AID 2675; active = well fitted inhibition curve with a large enough effect in the signal ratio, with a control signal flat, not every such curve was filed as active; inconclusive = small, poorly fitted or top-dose-only effect, or effect the other way, or a change in a side signal; inactive = no such curve, though single readings can be large or run the other way; the % refers to the signal ratio; note: potency is the fitted concentration of half-maximal effect; % is set by controls: 0 for no effect and ±100 for the full control effect
# Target sequence (Q9NR56 whole entry, looked up): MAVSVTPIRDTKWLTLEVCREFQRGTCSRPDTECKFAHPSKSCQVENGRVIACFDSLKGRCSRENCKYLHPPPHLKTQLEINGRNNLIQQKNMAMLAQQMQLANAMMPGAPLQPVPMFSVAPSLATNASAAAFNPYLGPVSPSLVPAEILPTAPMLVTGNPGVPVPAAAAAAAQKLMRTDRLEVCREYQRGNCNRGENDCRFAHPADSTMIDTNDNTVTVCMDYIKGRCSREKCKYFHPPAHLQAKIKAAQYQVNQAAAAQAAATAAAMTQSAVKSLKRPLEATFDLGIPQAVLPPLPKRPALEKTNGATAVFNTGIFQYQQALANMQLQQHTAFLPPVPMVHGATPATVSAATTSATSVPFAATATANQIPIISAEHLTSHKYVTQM
#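 Ratiometric TR-FRET (665 over 545 nm, excitation 340 nm) tracks disruption of MBNL1-His/biotin-(CUG)12 complex after 60 min at room temperature, with compounds at 92 nM to 58 uM final.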
# RORg inh: ROR gamma (mouse) transcription inhibition; Drosophila S2 Gal4-RORgamma UAS-luciferase reporter, 20 h; Potency, µM (doses to about 53.6 µM), for the others: top-dose activity change, negative = inhibition, hits mostly inhibitors; 310,000 compounds, 5.4% hits; AID 2551; note: potency is the fitted concentration of half-maximal effect; % is set by controls: 0 for no effect and ±100 for the full control effect; nearly all actives have a fitted effect of over 60% in size
#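 In this cell-based reporter format, copper sulfate (700 uM final) drives Gal4–ROR gamma fusion expression from a metallothionein promoter in Drosophila Schneider cells; compounds preincubated 1 hr, reporter read after 20 hr at ambient temperature.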
# Mito fusion yeast: mitochondrial division inhibition or fusion activation; S. cerevisiae fusion-defective mutant growth rescue, CellTiterGlo 48 h; Potency, µM (top dose mostly 46.1 µM), for the others: at the highest dose growth rescue (activation), hits mostly activators; 320,000 compounds, 0.23% hits; AID 485298;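 note: potency is the fitted concentration of half-maximal effect; % of control where 0% means no effect; nearly all actives have a fitted effect of over 45% in size; temperature-sensitive fusion mutants such as fzo1-1 at 37 °C on non-fermentable ethanol glycerol medium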
#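 S. cerevisiae fusion-defective temperature-sensitive mutants (e.g. fzo1-1, mgm1-5) grown 48 h at 37C in YPEG (ethanol/glycerol non-fermentable) medium with 23 nl compound per well; growth rescue read as CellTiterGlo luminescence.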
# FLuc counter: inhibits or activates purified firefly luciferase, miR-21 counter-screen. purified FLuc, Km substrates, luminescence inhibition. Potency, µM (highest dose often 57.5 µM), for the others: top-dose activity change, negative = inhibition, usual class: inhibitors. 360,000 compounds, 6.9% hits;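 note: potency is the fitted concentration of half-maximal effect; plate controls were vehicle for no effect and reference inhibitor for full effect; nearly all actives have a fitted effect of over 55% in size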
#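 Purified P. pyralis luciferase, 10 nM final, with Km-level 10 uM D-luciferin and 10 uM ATP in 50 mM Tris acetate pH 7.5, 10 mM Mg acetate, 0.01% Tween-20, 0.05% BSA; 6-point qHTS titration about 60 µM downward; luminescence read.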
# * hit, by the source's call; u = inconclusive; x = no result given; [ ] = remark or other dose. Unless noted, calls come from the whole dose curve; as a rule, active = well fitted curve in the direction sought with a large enough effect; inconclusive = small, poorly fitted or top-dose-only effect, or another doubt; inactive = no such curve, though single readings can be large; an effect the other way counts as inactive or inconclusive. A portion of the library, so the mix of outcomes need not match the whole.
# Value order: ELG1 repair inh	Rab9 prom act	VP16 counter	KCNH2 3.1 inh	NPC1 prom act	PKM2 activator	Menin MLL FP TR	MBNL1 CUG block	RORg inh	Mito fusion yeast	FLuc counter
- CCCSc1nc2cc(S(=O)(=O)N3CCOCC3)ccc2n1CC
    -6%	-3%	3%	6	-7%	-17%	x	-5%	43%	-1%	3%
- Cc1cccc(NC(=O)CCC(=O)Nc2nnc(C3CCCCC3)s2)c1
    19%	7%	3%	-16	-1%	x	x	-4%	-17%	-1%	2%
- O=C(CSc1nc(O)cc(=O)[nH]1)N1c2ccccc2Sc2ccccc21
    3%	-4%	6%	-9	-1%	6%	5%	13%	24%	-1%	-20%
- CC(C#N)N1CCN(S(=O)(=O)c2ccc3c(c2)CCC3)CC1 (stereo unspecified)
    3%	-5%	x	-15	18%	x	x	x	x	5%	1%
- O=C(CN1CCC(n2nnc3cc(F)ccc32)CC1)NCCc1ccccc1
    u	2%	28%	4	15%	0%	2%	1%	u	1%	-4%
- CCOC(=O)C(C)Sc1ncnc2c1nnn2-c1ccc(F)cc1 (stereo unspecified)
    u	u	-21%	2	u	-2%	0%	2%	u	3%	12µM*
- CC(=O)Nc1ccc2sccc2c1
    3%	5%	-9%	11	1%	2%	2%	0%	31%	-3%	3%
- O=c1[nH]nc(SCc2ccccc2Cl)n1-c1ccc2c(c1)OCCO2
    u	1%	-3%	-14	3%	-2%	x	-7%	-4%	-1%	4%
- O=C(NC1CCC1)C1CCC(=O)N(Cc2ccccc2F)C1 (stereo unspecified)
    u	12%	0%	-4	-6%	x	x	-8%	30%	10%	-1%
- Cc1cc(C(=O)COC(=O)Cn2cnc3c2c(=O)n(C)c(=O)n3C)c(C)n1C
    u	-6%	1%	18	2%	3%	0%	12%	-35%	-1%	3%
- CCC(Sc1nnnn1-c1ccccc1)C(=O)Nc1nc2ccccc2s1 (stereo unspecified)
    u	7%	u	-3	-4%	1%	u	-6%	-33%	18%	u
- COC(=O)c1c(N2C(=O)[C@H]3[C@@H](C2=O)[C@]2(C(=O)Nc4c(C)cccc42)N2CCC[C@@H]32)sc(C)c1C
    16µM*	4%	-29%	-11	-6%	13%	4%	u	-5%	3%	-2%
- S=C(NCCc1ccccc1)N1CCN(Cc2ccccc2)CC1
    u	-6%	23%	-16	-4%	0%	14%	x	9%[10 µM]	0%	u
- CC1CCc2[nH]c3ccc(C(=O)Nc4ccc(C(=O)N(C)C)cc4)cc3c2C1 (stereo unspecified)
    u	-4%	1%	-3	-1%	6%	x	12%	-20%	4%	2%
- Cc1ccc(S(=O)(=O)c2nc(S(=O)(=O)c3ccccc3)sc2N2CCN(CCO)CC2)cc1
    -21%	0%	-2%	-5	0%	3%[0.46 µM]	0%	0%	-2%	12%	6%
- Cc1cc2c(c(C)nn2-c2ccccc2)c(=O)o1
    u	6%	-1%	-12	-1%	-2%	7%	-9%	-9%	3%	-2%
- CC(C)(C)c1ccc(C2C3=C(CCCC3=O)NC3=C2C(=O)c2ccccc23)cc1 (stereo unspecified)
    5%	-5%	-5%	-16	-1%	12%	u	u	7%	2%	0%
- Oc1ccc(Br)cc1/C=N/N1CCN(Cc2ccccc2)CC1
    u	3%	-4%	-14	15%	-2%	11%	0%	39%	-6%	u
- CCOC(=O)Cc1csc(NC(=O)CCN2C(=O)c3ccccc3C2=O)n1
    -5%	22%	-1%	-213*	-2%	-1%	9%	16%	7%	-1%	1%
- Cc1cccc2sc(NC(=O)[C@H](C)N3C(=O)C4CC=CCC4C3=O)nc12 (stereo partly specified)
    -10%	0%	-8%	-14	2%	2%	x	x	23%	2%	4%

# Individual results from the list:
# Entry of CC(C#N)N1CCN(S(=O)(=O)c2ccc3c(c2)CCC3)CC1 (stereo unspecified) under ELG1 repair inh: 3%
# Entry of Oc1ccc(Br)cc1/C=N/N1CCN(Cc2ccccc2)CC1 under VP16 counter: -4%

# Following part:
# Value order: ELG1 repair inh	Rab9 prom act	VP16 counter	KCNH2 3.1 inh	NPC1 prom act	PKM2 activator	Menin MLL FP TR	MBNL1 CUG block	RORg inh	Mito fusion yeast	FLuc counter
- O=C1c2cccnc2C(O)N1Cc1cccs1 (stereo unspecified)
    12%	-2%	-4%	-17	1%	0%	7%	-4%	33%	-5%	-1%
- N#CC1(C#N)C(c2ccccc2)OC23CCCCC2C1(C#N)C(=N)O3 (stereo unspecified)
    u	-2%	2%	4	0%	0%	-10%	x	-1%[10 µM]	-2%	-3%
- Cc1sc2nc(SCC(=O)NCc3ccco3)[nH]c(=O)c2c1C
    -7%	-9%	-11%	-4	2%	-8%	-8%	61%[activator]	3%	-3%	0%
- CCCCCCc1c(C)c2ccc(OCC(=O)N[C@@H](Cc3ccccc3)C(=O)O)cc2oc1=O
    u	1%	-16%	3	0%	-2%	6%	-6%	0%	-2%	u
- CN(CC(=O)Nc1ccc(F)cc1)C(=O)COC(=O)COc1ccc(C#N)cc1
    -7%	4%	x	-7	-3%	x	x	x	x	-8%	3%
- COc1ccc(C(=O)CSc2nc(C)cc(=O)[nH]2)cc1
    24%	1%	x	7	1%	1%	2%	-3%	-40%[0.365 µM]	-7%	-1%
- Cc1cc(Oc2ccc(C(C)(C)C)cc2)nc(N2CCOCC2)n1
    -5%	18%	2%	2	22%	5%	u	-17%	-14%	4%	u
- CC(Sc1nccn1C)C(=O)NC1(C#N)CCCCC1 (stereo unspecified)
    1%	0%	x	2	-7%	x	x	x	x	2%	x
- O=C(CN1CCc2ccccc2C1)Nc1ccccc1F
    -7%	2%	6%	-3	0%	1%[11.5 µM]	-27%	-8%	12%	3%	1%
- Cc1ccc(NC(=O)COC(=O)c2ccccc2F)cc1S(=O)(=O)N1CCCCC1
    6%	-5%	x	-2	-5%	x	x	x	x	8%	2%
- O=C(CN1CCN(c2ccccn2)CC1)Nc1cccc(F)c1
    8%	-2%	-3%	-5	-3%	x	u	-6%	-11%	4%	-2%
- CN(C)c1ccc2c(c1)Sc1cc(N(C)C)ccc1N2C(=O)c1ccccc1
    -2%	-4%	-15%	-7	-2%	1%	u	-2%	-3%	u	-5%
- CC(NC(=O)c1ccc(S(=O)(=O)N(C)C)cc1)c1ccccc1 (stereo unspecified)
    -1%	0%	-5%	0	-3%	-6%	-7%	7%	-3%	1%	4%
- CC(C)(C)c1nn(-c2ccccc2)c2[nH]c(=O)c(C=O)cc12
    u	2%	x	20	1%	-2%	u	5%	x	15%	4%
- COc1cccc2cc(C(=O)Nc3cc(C)cc(C)c3)/c(=N/NS(=O)(=O)c3ccccc3)oc12
    0%	-4%	8%	2	0%	x	x	2%	5%	-3%	1%
- O=C(c1cc(=O)c2ccccc2o1)N1CCN(c2ccccc2)CC1
    -3%	-3%	-5%	-1	-3%	-4%	-13%	1%	41%	-4%	4%
- Cc1cc(Cc2ccc(N)c(C)c2)ccc1N
    -2%	1%	3%	16	-1%	2%	x	-7%	-21%	0%	2%

# Structural class, those above with an aryl methoxy group.
# Value order: ELG1 repair inh	Rab9 prom act	VP16 counter	KCNH2 3.1 inh	NPC1 prom act	PKM2 activator	Menin MLL FP TR	MBNL1 CUG block	RORg inh	Mito fusion yeast	FLuc counter
- COc1ccc(C(=O)CSc2nc(C)cc(=O)[nH]2)cc1
    24%	1%	x	7	1%	1%	2%	-3%	-40%[0.365 µM]	-7%	-1%
- COc1cccc2cc(C(=O)Nc3cc(C)cc(C)c3)/c(=N/NS(=O)(=O)c3ccccc3)oc12
    0%	-4%	8%	2	0%	x	x	2%	5%	-3%	1%

# A stretch of the results above, for reference:
# Value order: ELG1 repair inh	Rab9 prom act	VP16 counter	KCNH2 3.1 inh	NPC1 prom act	PKM2 activator	Menin MLL FP TR	MBNL1 CUG block	RORg inh	Mito fusion yeast	FLuc counter
- O=C1c2cccnc2C(O)N1Cc1cccs1 (stereo unspecified)
    12%	-2%	-4%	-17	1%	0%	7%	-4%	33%	-5%	-1%
- N#CC1(C#N)C(c2ccccc2)OC23CCCCC2C1(C#N)C(=N)O3 (stereo unspecified)
    u	-2%	2%	4	0%	0%	-10%	x	-1%[10 µM]	-2%	-3%

# Compound activity from PubChem BioAssay.
